TRb SRC2 PPI = TRbeta-SRC2 interaction inhibition | P10828 | TRbeta-SRC2 peptide binding, fluorescence polarization; receptor liganded with 1 µM T3 | Potency, µM (titrated, usually from 106 µM), for inactives: top-dose activity change, negative = inhibition, usual class: inhibitors | actives 0.065% (n = 280,000) | AID 1469;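 note: potency is the fitted concentration of half-maximal effect; plate controls were bound peptide for no effect and peptide without receptor for full effect; nearly all actives have a fitted effect of over 50% in size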
Target sequence (P10828 whole entry, looked up): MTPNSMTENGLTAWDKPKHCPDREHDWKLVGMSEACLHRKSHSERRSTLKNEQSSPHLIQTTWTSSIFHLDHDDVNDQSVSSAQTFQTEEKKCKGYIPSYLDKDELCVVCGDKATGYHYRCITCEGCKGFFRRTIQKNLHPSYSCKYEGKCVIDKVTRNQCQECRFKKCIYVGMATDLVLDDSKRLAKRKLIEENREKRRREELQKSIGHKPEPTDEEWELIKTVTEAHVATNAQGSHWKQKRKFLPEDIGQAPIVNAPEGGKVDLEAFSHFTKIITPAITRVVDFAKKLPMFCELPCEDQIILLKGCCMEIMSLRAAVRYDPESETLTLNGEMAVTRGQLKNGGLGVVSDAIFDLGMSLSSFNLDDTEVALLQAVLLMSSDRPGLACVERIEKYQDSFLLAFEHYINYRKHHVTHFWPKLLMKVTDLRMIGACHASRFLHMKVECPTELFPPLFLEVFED
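Polarization signal, normalized between peptide-alone and full complex controls, measured compound effects on T3-liganded human TRb LBD (0.6 uM) binding 20 nM Texas Red SRC2 peptide after 5 hr.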
NPSR antag = neuropeptide S receptor (human) antagonism, cAMP. Potency, µM (series often up to 38.3 µM), for inactives: at the top dose activity change, negative = inhibition, actives largely listed as inhibitors. CHO-NPSR cells, cAMP TR-FRET, antagonist mode. actives 1% (n = 220,000). Q6W5P4; note: potency is the fitted concentration of half-maximal effect; % is set by controls: 0 for no effect and ±100 for the full control effect; nearly all actives have a fitted effect of over 50% in size; many of its hits are not listed in these tables
Epigenetic derep = regulators of epigenetic silencing causing reporter derepression in mouse cells; murine LDR cells, GFP reporter derepression, 30 h; Potency, µM (titrated, usually from 53.9 µM), without a hit: top-dose GFP activation, usual class: activators; actives 0.2% (n = 280,000); note: potency is the fitted concentration of half-maximal effect; % of control where 0% means no effect; nearly all actives have a fitted effect of over 60% in size
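GFP-positive cell count by laser-scanning cytometry (objects 20–120 um) after 30 h, 37 C compound exposure of murine LDR cells; reporter is CMV-GFP integrated at a silenced locus, inducible by HDAC or DNMT inhibitors.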
TR SRC2 fluor cs = alters Texas Red total fluorescence, flagging assay interference. TRb/SRC2 Texas Red total fluorescence interference. Potency, µM (titrated, usually from 106 µM), for the others: at the top dose fluorescence change, negative = quenching. actives 0.29% (n = 280,000); active = well fitted curve in either direction with a large enough effect; inconclusive = small, poorly fitted or top-dose-only effect; note: potency is the fitted concentration of half-maximal effect; % is set by controls: 0 for no effect and ±100 for the full control effect
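Human TRβ ligand-binding domain (0.6 uM) and Texas Red SRC2 peptide (20 nM) in Tris buffer with 1 uM T3 and 5% DMSO were incubated with pinned compound for 5 hr at ambient temperature. Total fluorescence was computed as S + 2P (555/632 nm).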
Tau fibril FP = tau fibrillization inhibition (FP) | P10636 | K18 P301L tau heparin fibrillization, Alexa594 FP, 6 h | Potency, µM (top dose mostly 57.7 µM), for the others: top-dose activity, negative = inhibition, most hits filed as inhibitors | actives 0.39% (n = 280,000) | AID 1468; note: potency is the fitted concentration of half-maximal effect; % is set by controls: 0 for no effect and ±100 for the full control effect; nearly all actives have a fitted effect of over 55% in size
Target sequence (P10636 561-689 P618L limits assumed): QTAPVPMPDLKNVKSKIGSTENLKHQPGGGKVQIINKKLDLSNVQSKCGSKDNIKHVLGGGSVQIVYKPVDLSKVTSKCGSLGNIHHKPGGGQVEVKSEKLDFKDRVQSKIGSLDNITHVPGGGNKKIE
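Heparin (20 uM) drove fibril formation of recombinant tau K18 P301L, 15 uM unlabeled with 0.24 uM Alexa 594 label, for 6 hr at 37 C in 100 mM sodium acetate pH 7. Fluorescence polarization (555/632 nm) read 1 hr after 30 uM ThT.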
CBFb-RUNX1 inh = inhibitors of human CBF-beta and RUNX1 interaction; Q01196+Q13951; AlphaScreen CBFb-His/RUNX1-biotin binding, biochemical; Potency, µM (titrated, usually from 59.8 µM), for the others: top-dose activity, negative = inhibition, most hits filed as inhibitors; 230,000 tested, under 10 active; note: % of control where 0% means no effect
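CBF-beta (His) and RUNX1 (biotin), 30 nM each; 20 min preassociation; + compound, 15 min; + beads 50 ng each (Ni, streptavidin), 90 min; RT; AlphaScreen read.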
aGal spleen mod = alpha-galactosidase A (human) modulation; human spleen homogenate, 4MU-alpha-Gal fluorescence, 40 min; Potency, µM (titrated, usually from 80 µM), for the others: at the highest dose activity change, negative = inhibition, usual class: inhibitors; actives 0.008% (n = 240,000); AID 2107;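 note: potency is the fitted concentration of half-maximal effect; 0% = enzyme with vehicle and -100% = no enzyme basal signal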
Target sequence (P06280 32-429 limits assumed): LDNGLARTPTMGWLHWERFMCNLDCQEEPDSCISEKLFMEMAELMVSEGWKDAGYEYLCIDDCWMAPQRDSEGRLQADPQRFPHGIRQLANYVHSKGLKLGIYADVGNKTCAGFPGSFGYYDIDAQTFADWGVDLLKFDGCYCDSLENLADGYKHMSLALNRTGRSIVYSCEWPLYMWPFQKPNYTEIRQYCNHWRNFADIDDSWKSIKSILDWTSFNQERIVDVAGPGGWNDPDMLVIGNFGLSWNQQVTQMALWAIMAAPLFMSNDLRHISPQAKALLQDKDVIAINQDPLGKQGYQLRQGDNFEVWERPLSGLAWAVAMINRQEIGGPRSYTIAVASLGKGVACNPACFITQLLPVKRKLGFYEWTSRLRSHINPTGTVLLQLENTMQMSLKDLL
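Human spleen homogenate (1 ug) as enzyme source, 4-methylumbelliferyl-alpha-D-galactopyranoside 1 mM final, citrate/phosphate pH 5.0 with 0.01% Tween-20. Compounds 40 min at 37C, NaOH/glycine stop; fluorescence Ex 365/Em 440, Hill-fit AC50.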
Tau fluor cs = counter-screen for tau fibril formation inhibitors; tau K18 P301L (four-repeat tau fragment) Alexa594 fluorescence, heparin fibrillization; Potency, µM (highest dose often 57.7 µM), inactives show top-dose activity change, negative = decrease; actives 0.93% (n = 280,000); AID 1463; note: potency is the fitted concentration of half-maximal effect; % is set by controls: 0 for no effect and ±100 for the full control effect; nearly all actives have a fitted effect of over 55% in size
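Human K18 P301L tau (15 uM unlabeled plus 0.24 uM Alexa 594-labeled, final) in 100 mM sodium acetate pH 7 was mixed with compound and 20 uM heparin and incubated 6 hr at 37 C.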
Active calls of the source: *; ? = inconclusive; · = not tested or not shown; & = joins results of further samples; [ ] = another dose, or the depositor's remark. Unless noted, calls come from the whole dose curve; as a rule, active = well fitted curve in the direction sought with a large enough effect; inconclusive = small, poorly fitted or top-dose-only effect, or another doubt; inactive = no such curve, though single readings can be large; an effect the other way counts as inactive or inconclusive. This is a subset (hit frequency here may not be typical).

SMILES	TRb SRC2 PPI	NPSR antag	Epigenetic derep	TR SRC2 fluor cs	Tau fibril FP	CBFb-RUNX1 inh	aGal spleen mod	Tau fluor cs
CC1(C)SC(=S)N(/N=C/c2ccc(O)cc2)C1N(O)C(=O)Nc1ccc([N+](=O)[O-])cc1 (stereo not given)	9%	?	-1.1%	1%	-9%	-8%	5%	?
Cc1cc(C(=O)CSc2cccc[n+]2[O-])c(C)n1-c1ccccc1	-3%	-21%	-1.2%	-1%	-5%	0%	3%	3%
O=S(=O)(Nc1cccc2c1CCCC2)c1ccc(Cl)cc1	1%	-17%	1.5%	-1%	-4%	-1%	-4%	-23%
CCOC(=O)c1ccccc1NC(=O)c1ccc2c(Cl)c3c(nc2c1)CCC3	-7%	·	3.5%	-1%	-4%	·	·	-2%
Cc1nc(N2CCCC2)ncc1C(=O)NCc1ccc(F)cc1	-3%	·	-3.1%	-1%	10%	·	·	6%
CC1(C)CC(=O)C2=C(C1)OC1=C(C(=O)CC(C)(C)C1)C2c1ccc(O)cc1O	-1%	13µM*	?	-3%	11%	0%	-6%	2%
c1ccc(C2c3[nH]c4ccccc4c3CCN2Cc2cccn2-c2ccccn2)nc1 (stereo not given)	13%	-36%	5.6%	0%	-1%	?	0%	?
O=C(COC(=O)c1ccc(S(=O)(=O)NCc2ccco2)cc1)NC1CCCCCC1	-11%	-8%[46.1 µM]	2.7%	2%	1%	-1%	7%	-14%
Cc1ccc(NC(=S)/C(=C(\[O-])c2ccc(Cl)s2)[n+]2cccc(CO)c2)cc1C	-6%	-18%	5.6%	-3%	-5%	11%	-1%	-25%
N#Cc1ccccc1CSc1nc2ncc(Br)cc2[nH]1	2%	14%[46.1 µM]	-0.2%	0%	-6%	11%	2%	-13%
O=C(CO/N=C\c1ccccc1)Nc1ccccc1C(=O)N1CCOCC1	-5%	13%	0.1%	-4%	4%	3%	4%	-1%
O=[N+]([O-])C(/C=C(\Cl)[N+](=O)[O-])=C1N(Cc2ccc(Cl)nc2)CCN1Cc1ccc(Cl)nc1	-1%	0%[46.1 µM]	-1.3%	-2%	4%	-15%	-21%	-2%
Cc1ccc(Cl)cc1N1CCN(C(=O)CCS(=O)(=O)c2ccc3c(c2)oc(=O)n3C)CC1	2%	·	-0.4%	-20%	-3%	·	·	-20%
O=S(=O)(NCCc1csc(-c2cccnc2)n1)c1ccc2c(c1)OCCO2	-3%	-5%[46.1 µM]	0.0%	-5%	1%	8%	-6%	3%
O=C(c1cc(=O)c2ccccc2o1)N1CCN(c2ccccc2)CC1	-8%	-6%	-0.2%	0%	-3%	-5%	0%	-9%
CCOC(=O)C1CCN(C(=O)c2cc3c(=O)n4ccccc4nc3n2C)CC1	8%	2%	3.9%	-2%	-6%	7%	?	-5%
C[C@H]1Cc2c(COc3ccccc3)nc3c(c2CO1)CN(C(=O)c1ccco1)CC3	-1%[11.2 µM]	·	·	-2%[11.2 µM]	-1%[11.6 µM]	9%[13.1 µM]	3%[17.5 µM]	-18%[11.6 µM]
COc1ccc(-n2c(SCC(=O)N/N=C(\C)c3cccnc3)nc3ccccc3c2=O)cc1	-7%	-4%	5.2%	-7%	-2%	8%	21%	-12%
CC(=O)c1cccc(NC(=O)C(Cc2ccccc2)NS(=O)(=O)c2ccc(Br)s2)c1 (stereo not given)	0%	·	1.1%	-1%	?	·	·	-17%
COc1ccc(C(=O)C2CCCN(Cc3nc4ccccc4nc3C)C2)cc1OC (stereo not given)	1%	10%	1.1%	-4%	-7%	3%	-8%	-18%
Cc1ccc(N(CC(=O)NCc2ccc3c(c2)OCO3)S(=O)(=O)c2c(C)noc2C)cc1	-18%	-9%[46.1 µM]	-4.6%	-3%	-12%	-1%	1%	-18%
CC(=O)c1ccc(NC(=O)CCCSc2nc(-c3ccco3)cc(C(F)(F)F)n2)cc1	-9%	·	0.0%	?	?	·	·	?
CCCc1nnc(NC(=O)CNc2ccc(F)cc2)s1	2%	2%[46.1 µM]	0.8%	1%	10%	2%	-12%	-4%
Cc1ccc(OCC(=O)Nc2ccc(Cl)c(-c3nc4ncccc4o3)c2)c(C)c1	7%	·	-0.1%	-3%	-16%	·	·	?
Cc1ccc2c(CC(=O)N3CCN(c4ccccc4)CC3)coc2c1	0%	-22%	-1.2%	0%	7%	6%	15%	-14%

Following part
SMILES	TRb SRC2 PPI	NPSR antag	Epigenetic derep	TR SRC2 fluor cs	Tau fibril FP	CBFb-RUNX1 inh	aGal spleen mod	Tau fluor cs
N#Cc1nc(-c2ccc(OCc3ccc(Cl)cc3)cc2)oc1N1CCC(C(N)=O)CC1	-2%	-8%[46.1 µM]	-2.9%	1%	7%	-3%	1%	-8%
c1ccc(CNc2nc(CN3CCOCC3)nc3scc(-c4ccccc4)c23)cc1	7%[53 µM]	-32%	-1.3%	-1%[53 µM]	1%	-20%	-3%	7%
CC1(C)C(=O)OC(C(=O)c2ccccc2)C(C)(C)C1=O (stereo not given)	3%	2%[46.1 µM]	-2.4%	-1%	-7%	8%	7%	-8%
CC(C)c1nnc(NC(=O)c2cccnc2)s1	-18%	-12%[46.1 µM]	3.8%	-1%	4%	-11%	-2%	1%
CCOC(=O)N1CCN(C(=S)NC(=O)c2cncc(Br)c2)CC1	-4%[53 µM]	-6%	-0.3%	0%[53 µM]	-1%	-10%	3%	9%
Cc1cc(C)c(NC(=O)c2c(C)oc3c2C2=NCCN2C=N3)c(C)c1	-10%	·	0.0%	-4%	3%	·	·	-1%
OCC1(Cc2ccccc2Cl)CCN(C/C=C/c2ccccc2)CC1	7%	21%	0.1%	-3%	-2%	-1%	1%	-13%
O=C(CCN1C(=O)C2C3C=CC(C3)C2C1=O)N1CCCCC1 (stereo not given)	0%	14%	0.9%	-4%	3%	12%	-9%	2%
CCOc1ccc(-c2n[nH]c(C)c2-c2ccccn2)c(O)c1	4%	-1%	-0.2%	-2%	9%	11%	-7%	-5%
COc1nc(N2CCCCCC2)nc(N2CCCCCC2)n1	-2%	-22%[46.1 µM]	-1.0%	-3%	-4%	12%	-5%	-5%
CC(=O)Oc1ccc(N2C(=O)CC(N3CCOCC3)C2=O)cc1 (stereo not given)	-5%	3%[46.1 µM]	2.0%	1%	5%	4%	1%	5%
COc1cccc2c1Oc1ncccc1N(c1ccc(C(=O)NCc3ccccc3C)s1)C2	-9%	·	-1.4%	0%	?	·	·	-8%
COc1ccc(N2CCN(c3nc4ccc(C)cn4c(=O)c3C=O)CC2)cc1	1%	25%	-0.1%	-5%	-1%	3%	2%	-9%
C(=N\Nc1nc(Nc2ccccc2)nc(N2CCOCC2)n1)/c1c[nH]c2ccccc12	-7%	-21%[46.1 µM]	-1.1%	-10%	?	-25%	4%	?
O=C(N/N=C/c1ccc2c(c1)OCO2)c1ccc(COc2cccc3cccnc23)cc1	-5%	-15%	0.9%	-2%	-5%	0%	7%	-23%
O=C(CCCO)CCCCCCCCC[C@H]1N[C@H](CO)[C@@H](O)[C@@H]1O	-2%	6%	0.0%	-4%	8%	18%	2%	-8%
Cc1nnc(SCc2ccc(F)cc2Cl)s1	2%	-1%[46.1 µM]	-1.2%	-4%	1%	8%	-6%	-12%
COC(=O)CS(=O)(=O)c1cc([N+](=O)[O-])ccc1NC(=O)OC	-1%	12%	0.5%	-2%	2%	-2%	-17%	-10%
O=C(NCCc1cccc(Cl)c1)c1cccc([N+](=O)[O-])c1	-6%	-5%	0.0%	1%	6%	1%	-12%	-14%
O=C(CCN1C(=O)C2C3CCC(C3)C2C1=O)Nc1ccc([N+](=O)[O-])cc1 (stereo not given)	8%	20%	-0.5%	0%	-1%	-4%	1%	0%
CCOC(=O)C1CCN(S(=O)(=O)c2ccc3[nH]c(=O)oc3c2)CC1	-1%	-14%[46.1 µM]	4.3%	-1%	2%	1%	-4%	-9%
CC(C)NC(=O)CC(=O)N/N=C/c1ccc(F)cc1	3%	-9%[46.1 µM]	9.2%	-1%	-7%	5%	-9%	-1%
O=S(=O)(NCCSc1nc2ccccc2o1)c1ccccc1	-3%	-28%[46.1 µM]	-0.9%	-2%	-7%	1%	-2%	-15%
COc1ccc(NC(=O)CSc2nc3ccccc3c(=O)n2CCCN2CCOCC2)c(OC)c1	7%	-21%	1.1%	-3%	0%	-4%	0%	2%
CCNc1nc(NCC)nc(OCCNS(=O)(=O)c2cc(C)ccc2C)n1	-4%	6%[46.1 µM]	0.0%	0%	-4%	-1%	1%	-15%

(more compounds)
SMILES	TRb SRC2 PPI	NPSR antag	Epigenetic derep	TR SRC2 fluor cs	Tau fibril FP	CBFb-RUNX1 inh	aGal spleen mod	Tau fluor cs
Cn1nnnc1SCCCNCc1cccc(OCc2ccc(F)cc2)c1	-26%	·	0.0%	0.89µM*[quencher]	-5%	·	·	-15%
CCOc1ccc(CCNC(=O)CSc2cc(=O)n(C)c3ccccc23)cc1OCC	-3%&0%	2%	-0.8%&0.9%	-3%&4%	-7%&-7%	3%	-4%	-18%&-8%
CCCC12CN3CC(CCC)(CN(C1)C3c1c[nH]c3ccc(OC)cc13)C2=O (stereo not given)	3%	·	1.6%	-1%	14%	·	·	?
CN(C)/C=C/C(=O)c1cnc2n(c1=O)CCS2	-2%	10%	-1.4%	2%	-16%	1%	5%	-5%
CCn1cc(C(=O)N2CCN(c3ccccc3OC)CC2)c(=O)c2cc(S(=O)(=O)N3CCC(C)CC3)ccc21	-5%	·	-1.3%	0%	-6%	·	·	-10%
COC(=O)CNc1nc(Cl)nc(N2CCC(C)CC2)n1	-5%	10%	0.0%	-4%	·	4%	2%	·
Cc1cc(C)nc(SC2CCCCC2O)n1 (stereo not given)	4%	-7%[46.1 µM]	-1.1%	2%	2%	2%	1%	-4%
S=C(Nc1ccc2nc(-c3ccccn3)c(-c3ccccn3)nc2c1)N1CCCCCC1	-1%	-28%	2.0%	-1%	-2%	9%	-2%	-21%
COc1ccc(-n2nnc(-c3nsc(NC(=O)c4cccc(C)c4)n3)c2C)cc1OC	-2%	·	0.8%	-1%	?	·	·	-5%

High-throughput results from PubChem BioAssay.
